PNC assembly inh – High Content Assay for Compounds that inhibit the Assembly of the Perinucleolar Compartment; PC3M PTB-GFP, PNC prevalence imaging, 16 h; hits give low values; activity change (PNC), negative = inhibition, % at 10 µM; actives 3.1% (n = 140,000); AID 2417, 2010;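 active = readout at or below -70, meaning at least 70% loss of cells showing the perinucleolar compartment, a nuclear body marking cancer cells; inconclusive = readout between -30 and a set limit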;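 note: plate controls were DMSO wells for no effect and camptothecin positive control wells for full effect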
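PC3M cells stably expressing PTB-GFP, 750–1000 cells/well, treated 16 h at 37 °C with compound (23 nl of library stock), in duplicate. After paraformaldehyde fixation and Hoechst stain, imaged at 20x; PNC prevalence scored by image analysis.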
IMPase cell inh – qHTS Assay for Identifying the Cell-Membrane Permeable IMPase Inhibitors; Inositol monophosphatase 1 (Rattus norvegicus), P97697; CHO-M1 cells, IP1 accumulation, HTRF TR-FRET ratio; inhibition (IP1 accumulation), % at 46.1 µM; 120,000 tested, under 10 active; AID 901, 2007; active = well fitted curve in the direction sought with a large enough effect in the signal ratio, not every such curve was filed as active; inconclusive = small, poorly fitted or top-dose-only effect, or a change in a side signal; inactive = no such curve, though single readings can be large or run the other way; the % refers to the signal ratio;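 note: cells stimulated with carbachol in lithium chloride buffer; plate controls were DMSO basal wells for no effect and reference inhibitor wells for full effect; higher means more IMPase inhibition seen as more IP1 and lower FRET ratio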
Target sequence (P97697 whole entry, looked up): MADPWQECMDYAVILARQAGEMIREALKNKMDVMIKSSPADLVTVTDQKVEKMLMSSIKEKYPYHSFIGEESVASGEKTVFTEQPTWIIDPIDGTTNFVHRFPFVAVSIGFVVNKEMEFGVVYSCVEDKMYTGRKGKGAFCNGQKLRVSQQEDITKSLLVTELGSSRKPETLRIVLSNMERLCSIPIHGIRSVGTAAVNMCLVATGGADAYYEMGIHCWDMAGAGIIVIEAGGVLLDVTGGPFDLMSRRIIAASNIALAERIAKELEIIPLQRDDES
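Elevated IP1 in lysates lowers TR-FRET signal (665/620 ratio and 620 channel reported). Cells were CHO-M1, given carbachol (50 uM as added) plus 50mM LiCl, pH 7.4, 30 min, 37C; compounds titrated up to 46 uM; AC50 by Hill equation.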
ALOX15B inhib – qHTS Assay for Inhibitors of 15-hLO-2 (15-human lipoxygenase 2) | Potency, µM (titrated, usually from 57.1 µM), inactives show top-dose activity change, negative = inhibition, hits mostly inhibitors | Polyunsaturated fatty acid lipoxygenase ALOX15B (Homo sapiens), O15296 | purified 15hLO-2, xylenol orange hydroperoxide absorbance | actives 0.56% (n = 110,000); note: potency is the fitted concentration of half-maximal effect; nearly all actives have a fitted effect of over 60% in size; many of its hits are not listed in these tables
Target sequence (O15296 whole entry, looked up): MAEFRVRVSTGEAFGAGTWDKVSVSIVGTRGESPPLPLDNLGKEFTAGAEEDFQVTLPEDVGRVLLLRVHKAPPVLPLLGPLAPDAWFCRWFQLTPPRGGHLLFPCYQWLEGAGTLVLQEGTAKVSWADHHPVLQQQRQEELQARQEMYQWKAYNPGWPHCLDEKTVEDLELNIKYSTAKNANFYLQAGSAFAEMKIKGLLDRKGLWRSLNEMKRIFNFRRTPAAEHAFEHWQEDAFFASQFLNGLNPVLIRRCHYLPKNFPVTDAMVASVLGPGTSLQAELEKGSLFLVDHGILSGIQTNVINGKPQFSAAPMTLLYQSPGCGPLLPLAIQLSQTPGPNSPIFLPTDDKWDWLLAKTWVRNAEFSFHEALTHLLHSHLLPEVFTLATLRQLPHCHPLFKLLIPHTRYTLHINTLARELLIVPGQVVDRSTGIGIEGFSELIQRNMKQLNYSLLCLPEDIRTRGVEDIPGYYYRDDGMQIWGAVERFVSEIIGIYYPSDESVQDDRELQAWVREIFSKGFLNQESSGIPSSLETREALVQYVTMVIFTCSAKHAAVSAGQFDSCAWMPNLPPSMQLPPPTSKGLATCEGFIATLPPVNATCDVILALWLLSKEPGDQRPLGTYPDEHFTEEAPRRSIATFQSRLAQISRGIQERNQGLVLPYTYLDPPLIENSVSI
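Purified human 15hLO-2 (50 nM) preincubated 15 min with compound, then 45 uM arachidonic acid for 90 min at RT in 25 mM Hepes pH 7.5, 0.01% Triton X-100. Hydroperoxide detected by Fe-xylenol orange; 573/405 nm absorbance ratio.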
12-hLO inh – qHTS Assay for Inhibitors of 12-hLO (12-human lipoxygenase). purified 12-hLO, xylenol orange hydroperoxide absorbance. Potency, µM (doses to about 57.1 µM), inactives show at the highest dose activity change, negative = inhibition, actives largely listed as inhibitors. actives 0.12% (n = 150,000); note: potency is the fitted concentration of half-maximal effect; nearly all actives have a fitted effect of over 55% in size; many of its hits are not listed in these tables
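Xylenol orange chromogenic assay: hydroperoxide from 12hLO oxidises Fe(II), giving red-shifted Fe(III)-XO absorbance. Conditions: 150 nM enzyme, 40 uM arachidonic acid, 25 mM Hepes pH 7.0, 0.01% Triton X-100, 30 min, room temperature.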
Numbers without * were called inactive; u = inconclusive; x = not tested or not shown; & = joins results of further samples; [ ] = another dose, or the depositor's remark. Unless noted, calls come from the whole dose curve; as a rule, active = well fitted curve in the direction sought with a large enough effect; inconclusive = small, poorly fitted or top-dose-only effect, or another doubt; inactive = no such curve, though single readings can be large; an effect the other way counts as inactive or inconclusive. Unless noted, % is set by controls: 0 for no effect and ±100 for the full control effect.

entry	structure	PNC assembly inh	IMPase cell inh
1	CCCCNc1ccc(C(=O)OCCN(C)C)cc1	47.7	6.9[20.6 µM]
2	C[C@H](N[C@@H](C)COc1ccccc1)[C@H](O)c1ccc(O)cc1	x	-1.0[20.6 µM]
3	CC[C@H](NC(C)C)[C@H](O)c1ccc(O)c2[nH]c(=O)ccc12	x	1.1
4	O=C(O)CCC(=O)c1ccc(-c2ccccc2)cc1	32.3	2.6[20.6 µM]
5	C/C=C/C(=O)N(CC)c1ccccc1C	x	x
6	COc1c(O)cc2c(c1O)C1OC(CO)C(O)[C@H](O)[C@H]1OC2=O (stereo partly drawn)	x	x
7	O=C(c1ccccc1)c1ccc2n1CC[C@H]2C(=O)O	x	3.3[20.6 µM]
8	CC1=C(C(=O)O)N2C(=O)C(NC(=O)C(N)c3ccc(O)cc3)C2SC1 (stereo not drawn)	x	x
9	COc1ccc(C2CNC(=O)C2)cc1OC1CCCC1 (stereo not drawn)	u	0.2
10	CCN(CC)CCOC(=O)c1ccc(N)cc1	x	1.9[20.6 µM]

entry	ALOX15B inhib	12-hLO inh
1	37.5%[activator]	13.2%
2	5.8%[25.6 µM]	-2.3%[25.6 µM]
3	12.1%	-0.4%
4	2.7%	-2.7%
5	-6.3%	-4.1%
6	8.8%	0.0%
7	-6.9%[25.6 µM]	2.5%[25.6 µM]
8	-1.9%	-5.2%
9	3.8%	-8.0%
10	0.1%	0.7%

Quoted from above: compounds 9 to 10
entry	structure	PNC assembly inh	IMPase cell inh
9	COc1ccc(C2CNC(=O)C2)cc1OC1CCCC1 (stereo not drawn)	u	0.2
10	CCN(CC)CCOC(=O)c1ccc(N)cc1	x	1.9[20.6 µM]

entry	ALOX15B inhib	12-hLO inh
9	3.8%	-8.0%
10	0.1%	0.7%

The results go on.
entry	structure	PNC assembly inh	IMPase cell inh
11	COc1cc2ncnc(Nc3cccc(Cl)c3)c2cc1OC	x	-7.5
12	C/C=C(/C)C(=O)OC(C)(C)[C@@H]1Cc2c(ccc3ccc(=O)oc23)O1	u	x
13	CN[C@H]1[C@@H](O)[C@@H](NC)[C@@H]2O[C@@]3(O)C(=O)C[C@@H](C)O[C@H]3O[C@H]2[C@H]1O	x	-3.2[20.6 µM]
14	C1CCC(C(C[C@@H]2CCCCN2)C2CCCCC2)CC1	x	7.5[20.6 µM]
15	CN1CCCN=C1COC(=O)C(O)(c1ccccc1)C1CCCCC1 (stereo not drawn)	18.6	x
16	Oc1ccc(/C=C\c2cc(O)cc(O)c2)cc1	x	7.2
17	N#Cc1ccc(C(c2ccc(C#N)cc2)n2cncn2)cc1	x	6.1[20.6 µM]
18	N[C@@H](Cc1c[nH]c2ccc(O)cc12)C(=O)O	x	8.8
19	Cc1cncn1CCc1nc2c3ccccc3nc(SCC(=O)Nc3cccc(Cl)c3)n2n1	1.8	x
20	Cc1cccc2c1NC(=O)C2(c1ccc(O)cc1)c1ccc(O)cc1	18.7	-2.0

entry	ALOX15B inhib	12-hLO inh
11	50.6%[activator]	21.7%
12	x	-3.0%
13	4.6%[25.6 µM]	3.4%[25.6 µM]
14	40.0%[activator][25.6 µM]	1.2%[25.6 µM]
15	27.5%	2.3%&5.8%
16	-13.8%	-15.3%
17	3.9%[25.6 µM]	1.3%[25.6 µM]
18	2.9%	-5.6%
19	x	1.6%
20	-14.1%	-5.8%

New compounds follow:
entry	structure	PNC assembly inh	IMPase cell inh
21	CC(C)=CCOc1c2ccoc2cc2oc(=O)ccc12	49.6	x
22	CCC(NC(C)C)C(O)c1ccc(O)c2[nH]c(=O)ccc12 (stereo not drawn)	158.6	x
23	CC1Cc2ccccc2N1NC(=O)c1ccc(Cl)c(S(N)(=O)=O)c1 (stereo not drawn)	21.2	x
24	C=C1c2cccc(O)c2C(O)=C2C(=O)[C@]3(O)C(O)=C(C(N)=O)C(=O)C(N(C)C)C3C(O)C12 (stereo partly drawn)	x	x
25	C[C@@H](C(=O)O)c1ccc(C(=O)c2cccs2)cc1	x	-21.5[20.6 µM]
26	CCCCNc1ccc(C(=O)OCCOCCOCCOCCOCCOCCOCCOCCOCCOC)cc1	x	1.4[20.6 µM]
27	NOCC(=O)O	x	6.3
28	CCOC(N)=O	x	x
29	CCCCC(=O)O[C@@]1(C(=O)CO)C(C)CC2C3CCC4=CC(=O)C=C[C@@]4(C)[C@]3(F)C(O)C[C@]21C (stereo partly drawn)	x	x
30	CN=C(NC#N)Nc1ccc(C2=NNC(=O)C[C@@H]2C)cc1	x	0.9

entry	ALOX15B inhib	12-hLO inh
21	x	-4.2%
22	x	-2.0%
23	-1.4%	-6.2%
24	-1.5%	-4.8%
25	2.0%[25.6 µM]	-4.1%[25.6 µM]
26	5.0%[25.6 µM]	0.3%[25.6 µM]
27	-5.8%	3.5%
28	5.2%	2.3%
29	-0.9%	-2.7%
30	14.3%	5.0%

Ordered by the number under PNC assembly inh (smallest number first): some entries from above.
entry	structure	PNC assembly inh	IMPase cell inh
23	CC1Cc2ccccc2N1NC(=O)c1ccc(Cl)c(S(N)(=O)=O)c1 (stereo not drawn)	21.2	x
21	CC(C)=CCOc1c2ccoc2cc2oc(=O)ccc12	49.6	x
22	CCC(NC(C)C)C(O)c1ccc(O)c2[nH]c(=O)ccc12 (stereo not drawn)	158.6	x

entry	ALOX15B inhib	12-hLO inh
23	-1.4%	-6.2%
21	x	-4.2%
22	x	-2.0%

A few values from the results shown.
CN=C(NC#N)Nc1ccc(C2=NNC(=O)C[C@@H]2C)cc1 | ALOX15B inhib = 14.3%
NOCC(=O)O | ALOX15B inhib = -5.8%
C=C1c2cccc(O)c2C(O)=C2C(=O)[C@]3(O)C(O)=C(C(N)=O)C(=O)C(N(C)C)C3C(O)C12 (stereo partly drawn) | ALOX15B inhib = -1.5%

(more compounds)
entry	structure	PNC assembly inh	IMPase cell inh
31	OC[C@@H](O)CN1CCN(c2ccccc2)CC1	x	-3.9[20.6 µM]
32	CC=CC1=C(C(=O)O)N2C(=O)[C@H](NC(=O)[C@H](N)c3ccc(O)cc3)[C@@H]2SC1	x	x
33	CN(C)CCCC1(c2ccc(F)cc2)OCc2cc(C#N)ccc21 (stereo not drawn)	-114.6*	x
34	CC(C)(CO)[C@H](O)C(=O)NCCC(=O)O	x	-1.2[20.6 µM]
35	CNCCCN1c2ccccc2CCc2ccccc21	17.1	12.4[20.6 µM]
36	Cc1ccc(N(CC2=NCCN2)c2cccc(O)c2)cc1	u	6.5
37	C1COC(NC(C2CC2)C2CC2)=N1	-0.4	1.3
38	C[N+]1(C)CCC(=C(c2ccccc2)c2ccccc2)CC1	x	7.2[20.6 µM]
39	CN1CCO[C@H](c2ccccc2)c2ccccc2C1	x	4.6[20.6 µM]
40	CC1O[C@@H](O[C@H]2C(Oc3cc(O)c4c(=O)cc(-c5ccc(O)cc5)oc4c3)OC(CO)C(O)C2O)C(O)C(O)C1O (stereo partly drawn)	x	x

entry	ALOX15B inhib	12-hLO inh
31	-0.2%[25.6 µM]	0.4%[25.6 µM]
32	15.9%[0.0915 µM]	-2.3%[0.00818 µM]
33	x	1.0%
34	12.4%[25.6 µM]	0.1%[25.6 µM]
35	-3.5%	0.7%
36	8.1%	-3.0%
37	-8.3%	-4.5%
38	14.8%[25.6 µM]	-2.0%[25.6 µM]
39	6.9%[25.6 µM]	-1.3%[25.6 µM]
40	0.8%	-4.0%

(list continues)
entry	structure	PNC assembly inh	IMPase cell inh
41	Oc1ccc2c(c1)OCC1(O)Cc3cc(O)c(O)cc3C21 (stereo not drawn)	x	x
42	CNC1C(O)C2OC3OC(C)CC(=O)[C@@]3(O)O[C@H]2[C@H](NC)C1O (stereo partly drawn)	x	x
43	CCc1ccc(CCOc2ccc(CC3SC(=O)NC3=O)cc2)nc1 (stereo not drawn)	x	x
44	COc1cc(N)c(Cl)cc1C(=O)N[C@H]1CCN(CCCOc2ccc(F)cc2)C[C@@H]1OC	x	4.7
45	CC(=O)O[C@]1(C(C)=O)CC[C@@H]2[C@@H]3C=C(Cl)C4=CC(=O)[C@H]5C[C@@H]5[C@]4(C)[C@H]3CC[C@]21C	x	u
46	Cc1ccc(=O)n(-c2ccccc2)c1	x	-7.0
47	O=c1oc2c(O)c(O)cc3c(=O)oc4c(O)c(O)cc1c4c23	u	u
48	COc1ccc(C[C@H]2COC(=O)[C@@H]2Cc2ccc(OC3OC(CO)C(O)C(O)C3O)c(OC)c2)cc1OC (stereo partly drawn)	4.6	x
49	Oc1cc2c(cc1O)[C@H]1c3ccc(O)c(O)c3OC[C@@]1(O)C2	x	6.1
50	C#C[C@@]1(O)CC[C@@H]2[C@@H]3CCC4=CC(=O)CC[C@@H]4[C@H]3CC[C@]21CC	x	6.0[20.6 µM]

entry	ALOX15B inhib	12-hLO inh
41	u	-20.2%
42	3.9%	1.6%
43	1.2%	-0.1%
44	42.8%[activator]	-2.8%
45	0.2%[25.6 µM]	0.1%[25.6 µM]
46	12.4%	-4.7%
47	35.3%&44.1%[activator]	-4.4%&-5.4%&-3.3%
48	x	3.5%
49	u	-9.3%&0.1%
50	0.7%[25.6 µM]	-3.4%[25.6 µM]

(further entries)
entry	structure	PNC assembly inh	IMPase cell inh
51	NC(N)=O	x	x
52	CCCCCC(=O)O[C@]1(C(C)=O)CC[C@H]2[C@@H]3CCC4=CC(=O)CC[C@]4(C)[C@H]3CC[C@@]21C	-1.3	x
53	CC(=O)OCC(=O)[C@@]1(O)CC[C@@H]2[C@H]3CCC4=CC(=O)C=C[C@]4(C)[C@]3(F)[C@@H](O)C[C@@]21C	x	-2.4[20.6 µM]
54	CCn1cc(C(=O)O)c(=O)c2cnc(N3CCNCC3)nc21	9.5	7.1[20.6 µM]
55	O=C(O)c1cccnc1Nc1cccc(C(F)(F)F)c1	-2.6	-1.1
56	COc1nccc(-c2c(-c3ccc(F)cc3)ncn2C2CCC(O)CC2)n1 (stereo not drawn)	x	1.1
57	CC(=O)CCCCn1c(=O)c2c(ncn2C)n(C)c1=O	-13.3	u
58	CC1CC2C3CCC4=CC(=O)C=C[C@]4(C)[C@@]3(Cl)C(O)C[C@]2(C)C1(OC(=O)c1ccco1)C(=O)CCl (stereo partly drawn)	x	x

entry	ALOX15B inhib	12-hLO inh
51	-8.7%	-2.3%
52	x	-3.0%
53	-5.6%[25.6 µM]	0.3%[25.6 µM]
54	-5.5%	-2.4%
55	-5.6%	-4.5%
56	12.6%	-3.2%
57	-3.8%	4.4%
58	u	-1.7%

Three structures already listed, arranged by molecular weight, lowest first.
entry	structure	PNC assembly inh	IMPase cell inh
51	NC(N)=O	x	x
55	O=C(O)c1cccnc1Nc1cccc(C(F)(F)F)c1	-2.6	-1.1
58	CC1CC2C3CCC4=CC(=O)C=C[C@]4(C)[C@@]3(Cl)C(O)C[C@]2(C)C1(OC(=O)c1ccco1)C(=O)CCl (stereo partly drawn)	x	x

entry	ALOX15B inhib	12-hLO inh
51	-8.7%	-2.3%
55	-5.6%	-4.5%
58	u	-1.7%

Screens as filed in PubChem.

Not all compounds are listed; count on the stated rates, not on these rows.
